# Screens (PubChem)
# Nrf2 ARE act = Nrf2 pathway activation | AREc32 ARE-luciferase reporter (MCF7-derived line), luminescence, 24 h | Potency, µM (series often up to 46.1 µM), for the others: at the top dose activation, hits mostly activators | hit rate 0.31% among 410,000 | AID 624171; further: potency means the concentration at half of the fitted maximal effect; % of control where 0% means no effect; nearly all actives have a fitted effect of over 65% in size
#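 ARE activation measured as luciferase luminescence (Steady-Glo, 30 min RT) in AREc32_Fluc cells after 24 hr compound exposure at 37 deg C, 5% CO2; cells seeded overnight at 1000/well in OPTI-MEM, 5% FBS.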
# TGFb inhibitor = TGF-b pathway inhibition. Potency, µM (doses to about 46.1 µM), for the others: at the top dose activity, negative = inhibition, most hits filed as inhibitors. AID 588855. HepG2 CAGA-GFP TGF-b/SMAD3 reporter, GFP fluorescence, 18 h; TGF-beta stimulated, 500 pg/mL final. hit rate 1.2% among 410,000; further: potency means the concentration at half of the fitted maximal effect; on the % scale 0 is the no-effect control and ±100 the full control effect; nearly all actives have a fitted effect of over 65% in size
#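 Per well, imaged GFP fluorescence of HEPG2 CAGA-GFP cells gives the signal; cells get compound, then TGF-beta (500 pg/mL final), 18 h at 37 degrees C; %Activity versus -TGF-beta and +DMSO controls.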
# A549 viability = kills or reduces viability of A549 cells in Nrf2 counter-screen. A549 ARE-Fluc cells, CellTiter-Fluor viability, 18-24 h. Potency, µM (series often up to 46 µM), inactives show top-dose activity change, negative = cytotoxicity, hits mostly inhibitors. hit rate 0.16% among 390,000. AID 504648; further: potency means the concentration at half of the fitted maximal effect; on the % scale 0 is the no-effect control and ±100 the full control effect
#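 A549 ARE_Fluc cells in 5% FBS OPTI-MEM were exposed to compounds in concentration-response for 18-24 h at 37 deg C. Viability was read by CellTiter-Fluor fluorescence (Ex 405/Em 525) after 30 min, before the luciferase read.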
# MmCpn inh = M. maripaludis TRiC chaperonin inhibition; AID 504842; purified Mm-Cpn ATPase, ADP Transcreener TR-FRET; hit rate 0.031% among 330,000; Potency, µM (highest dose often 76.9 µM), for the others: at the top dose activity, negative = inhibition, usual class: inhibitors; further: potency means the concentration at half of the fitted maximal effect; on the % scale 0 is the no-effect control and ±100 the full control effect; nearly all actives have a fitted effect of over 80% in size
#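 ATPase read-out: TR-FRET ADP immunoassay (anti-ADP Eu cryptate vs ADP-d2), ex 320 nm, em 590/665 nm; signal drops as ADP forms. Enzyme 25 nM, ATP 10 uM, 30 min at 37°C after 10 min compound preincubation.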
# S2 tox = cell viability loss in ATXN counter-screen. AID 651635. Potency, µM (doses to about 56.7 µM), hits mostly cytotoxic. S2 cells (HEK-293 line with an ATXN2-luciferase reporter) viability, CellTiter-Fluor protease fluorescence, 24 h. hit rate 0.49% among 400,000; further: potency means the concentration at half of the fitted maximal effect; nearly all actives have a fitted effect of over 40% in size
# Nrf2 inh = inhibitors of Nrf2 signaling; Potency, µM (doses to about 46 µM), for inactives: at the top dose activity change, negative = inhibition, usual class: inhibitors; AID 504444; hit rate 2.1% among 360,000; A549 ARE-Fluc reporter, luciferase luminescence, 18-24 h; further: potency means the concentration at half of the fitted maximal effect; on the % scale 0 is the no-effect control and ±100 the full control effect; nearly all actives have a fitted effect of over 60% in size
#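 Nrf2 function is reported as luminescence of an ARE-controlled luciferase in A549 cells. Compounds were tested at several concentrations, and a CellTiter-Fluor read on the same wells flagged cytotoxicity.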
# CCT modulator = cytosolic chaperonin activity modulation. purified chaperonin ATPase assay, HTRF ADP detection, 30 min. activity change, % (no concentration beside the values), hits read low. hit rate 0.3% among 360,000; in the data active means activity change below about -30%; further: on the % scale 0 is the no-effect control and ±100 the full control effect
#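 TRiC (40 or 20 nM final, by batch activity) in 30 mM Tris pH 7.4, 100 mM KCl, 5 mM MgCl2, 1 mM DTT was treated with compound at 76 uM single dose, then 10 uM ATP, 30 min at 37 °C. ADP was read by HTRF Transcreener.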
# Akt phos inh = inhibitors of Akt phosphorylation | Neuro2A IGF-stimulated pAkt S473 HTRF, 20 min; hits give low values | activity change, % for hits at 50 µM | hit rate 0.32% among 360,000; in the data active means activity change below about -80%; inconclusive means mostly about -51% to -80%; further: on the % scale 0 is the no-effect control and ±100 the full control effect
#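 Single-point screen (50 µM final compound) in Neuro2A cells stimulated 20 min with 6 nM IGF at 37 deg C. After lysis, Ser473-phosphorylated Akt read by HTRF (ex 330 nm, em 615/665 nm) as the 665/615 ratio.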
# HepG2 viability = HepG2 cytotoxicity, counter-screen for TGF-b inhibitors; HepG2 CAGA-GFP viability, ATP luminescence, 18 h; Potency, µM (titrated, usually from 46.1 µM), without a hit: at the highest dose activity change, negative = cytotoxicity, actives largely listed as cytotoxic; hit rate 0.76% among 410,000; further: potency means the concentration at half of the fitted maximal effect; some results filed as inactive show a strong effect at the top dose
#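 HepG2 CAGA-GFP cells (1000/well, DMEM with 1% FBS) received compound, then TGF-beta at 500 pg/mL final, and were incubated 18 hours at 37 degrees C. Viability was read by CellTiter-Glo luminescence. Media-only wells were set as complete cell-killing and DMSO as no toxicity.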
# * hit, by the source's call; i = inactive; ? = inconclusive; . = not tested or not shown; & = joins results of further samples; ! = not active in a repeat. Unless noted, the call rests on the fitted dose curve; in most records, active means well fitted curve in the direction sought with a large enough effect; inconclusive means small, poorly fitted or top-dose-only effect, or another doubt; inactive means no such curve, though single readings can be large; an effect the other way counts as inactive or inconclusive.
SMILES,Nrf2 ARE act,TGFb inhibitor,A549 viability,MmCpn inh,S2 tox,Nrf2 inh,CCT modulator,Akt phos inh,HepG2 viability
COc1ccc(C2CC(c3ccccc3)=NN2c2ccc(Cl)c(C(=O)O)c2)cc1 (configuration not stated),1.1%,-24%,15%,1%,.,0%,1.4,i,-25%
O=C1CC(c2ccccc2)n2nc(NC(=O)C3CCCO3)nc2N1 (configuration not stated),-0.1%,15%,-3%,-1%,i,-3%,1.4,i,5%
COc1ccc(-n2c(-c3ccc(Br)cc3)c[n+]3c2CCc2ccccc2-3)cc1,8.0%,?,-16%,2%,i,8.2µM*,-0.8,i,-36%
CCCC(=O)NC(=S)Nc1cc(-c2nc3ncccc3o2)ccc1C,-0.8%,?,-1%,-2%,i,-22%,2.0,i,-36%
COC(=O)C(CCSC)NC(=O)c1cc2c(n(-c3ccc(C)cc3)c1=O)CC(C)(C)CC2=O (configuration not stated),0.3%,-24%,10%,.,i,-21%,.,.,-18%
COC(=O)[C@]1(C)N[C@H](CN(C)S(=O)(=O)c2ccc(C)cc2)[C@@H]2C(=O)N(Cc3ccccc3)C(=O)[C@@H]21,-0.6%,-7%,2%,1%,i,-10%,-1.3,i,-1%
CC12CC3(C)CC(C)(C1)CC(C(=O)NC1=NCCS1)(C2)C3,3.1%,?,8%,.,i,?,0.1,i,7%
COc1ccc(NC(=O)C(=O)NCCC2CCCCN2S(=O)(=O)c2ccc(F)cc2)cc1 (configuration not stated),-0.7%,-17%,-6%,-2%,i,-9%,-2.0,i,4%
O=C(Nc1ccc2c(c1)nc1n2CCSC1)c1ccccc1,-1.6%,?,1%,-2%,i,11%,-3.4,i,-38%
CCN(C(=O)COC(=O)c1ccc(-n2c(C)ccc2C)cc1)c1c(N)n(Cc2ccccc2)c(=O)[nH]c1=O,2.8%,2%,14%,.,i,-10%,0.7,i,-12%
CC(C)Nc1nc(Cl)nc(N(C#N)CN2C(=O)c3ccccc3C2=O)n1,?,0%,0%,-1%,?,-7%,-3.5,i,-11%
Oc1ccc(/C=N/Nc2cccc3cccnc23)c(O)c1,?,?,?,-2%,?,28%,-1.5,i,-52%

# 6 entries out of the list, sorted by length of the SMILES, low to high.
SMILES,Nrf2 ARE act,TGFb inhibitor,A549 viability,MmCpn inh,S2 tox,Nrf2 inh,CCT modulator,Akt phos inh,HepG2 viability
Oc1ccc(/C=N/Nc2cccc3cccnc23)c(O)c1,?,?,?,-2%,?,28%,-1.5,i,-52%
CC(C)Nc1nc(Cl)nc(N(C#N)CN2C(=O)c3ccccc3C2=O)n1,?,0%,0%,-1%,?,-7%,-3.5,i,-11%
COc1ccc(-n2c(-c3ccc(Br)cc3)c[n+]3c2CCc2ccccc2-3)cc1,8.0%,?,-16%,2%,i,8.2µM*,-0.8,i,-36%
COc1ccc(NC(=O)C(=O)NCCC2CCCCN2S(=O)(=O)c2ccc(F)cc2)cc1 (configuration not stated),-0.7%,-17%,-6%,-2%,i,-9%,-2.0,i,4%
COC(=O)C(CCSC)NC(=O)c1cc2c(n(-c3ccc(C)cc3)c1=O)CC(C)(C)CC2=O (configuration not stated),0.3%,-24%,10%,.,i,-21%,.,.,-18%
COC(=O)[C@]1(C)N[C@H](CN(C)S(=O)(=O)c2ccc(C)cc2)[C@@H]2C(=O)N(Cc3ccccc3)C(=O)[C@@H]21,-0.6%,-7%,2%,1%,i,-10%,-1.3,i,-1%

# Other entries follow:
SMILES,Nrf2 ARE act,TGFb inhibitor,A549 viability,MmCpn inh,S2 tox,Nrf2 inh,CCT modulator,Akt phos inh,HepG2 viability
Cc1ccccc1C(=O)Oc1ccc(Cl)cc1C(=S)N1CCOCC1,-0.1%,?,9%,1%,i,-9%,2.1,i,-4%
CC(=O)Nc1cccc(-c2ccnc3c2CC(C)(C(=O)NCc2ccc(N(C)C)cc2)O3)c1 (configuration not stated),0.7%,?,.,.,?,.,-0.4,i,-23%
O=C(O)CCn1nc(-c2ccc(F)cc2)cc(Cc2ccccc2)c1=O,0.4%,8%,-13%,-2%,i,-14%,-0.2,i,-1%
CCOC(=O)c1cnc(SCc2nc(N)nc(Nc3ccc(OC)cc3)n2)nc1N,2.9%,0%,-10%,2%,.,-25%,1.0,.,-22%
Cc1ccc2cc(CN(Cc3ccco3)C(=O)NC3CCCCC3)c(=O)[nH]c2c1C,4.6%,?,-12%,1%,i,?,-8.1,.,1%
CC(=O)Nc1cccc(C(=O)NCc2ccc3c(c2)CCN3C(=O)c2ccccc2)c1,4.3%,-21%,1%,.,i,.,.,.,-6%
CCN1CCN(C(=O)c2cc(-c3ccco3)nc3ccccc23)CC1,2.9%,-3%,1%,-5%,i,10%,-0.2,i,2%
CNC(=O)c1cc2c(n(-c3ccc(C)cc3)c1=O)CC(C)(C)CC2=O,0.3%,12%,0%,.,i,-10%,.,.,4%
Cc1ccccc1OCC(=O)OCC(=O)Nc1cc(S(C)(=O)=O)ccc1Cl,0.2%,-13%,-1%,0%,i,10%,-2.7,i,3%
CCOC(=O)/C(C#N)=N/Nc1ccc(S(=O)(=O)Nc2cc(OC)nc(OC)n2)cc1,0.0%,-19%,-14%,.,i,-6%,-0.9,i,-13%
COc1cc(CN2CCN(c3ccccc3F)CC2)c([N+](=O)[O-])cc1OC,-0.3%,-5%,0%,2%,i,-8%,0.3,i,1%
CCC(=O)Nc1ccccc1-c1nc2ccccc2n(CC(=O)c2ccc(C)cc2)c1=O,0.1%,22%,4%,.,.,8%,.,.,11%

# Filtered by structure: the entries above with fluorine.
SMILES,Nrf2 ARE act,TGFb inhibitor,A549 viability,MmCpn inh,S2 tox,Nrf2 inh,CCT modulator,Akt phos inh,HepG2 viability
COc1ccc(NC(=O)C(=O)NCCC2CCCCN2S(=O)(=O)c2ccc(F)cc2)cc1 (configuration not stated),-0.7%,-17%,-6%,-2%,i,-9%,-2.0,i,4%
O=C(O)CCn1nc(-c2ccc(F)cc2)cc(Cc2ccccc2)c1=O,0.4%,8%,-13%,-2%,i,-14%,-0.2,i,-1%
COc1cc(CN2CCN(c3ccccc3F)CC2)c([N+](=O)[O-])cc1OC,-0.3%,-5%,0%,2%,i,-8%,0.3,i,1%

# New compounds follow:
SMILES,Nrf2 ARE act,TGFb inhibitor,A549 viability,MmCpn inh,S2 tox,Nrf2 inh,CCT modulator,Akt phos inh,HepG2 viability
COC(=O)c1ccc(C(C(=O)NC2CCCCC2)N(C(=O)Cc2cccs2)C2CC2)cc1 (configuration not stated),0.0%,-5%,-8%,2%,.,-18%,-0.6,.,-8%
Cc1cc(C(=O)OCC(=O)NC2CC2)c2ccccc2n1,-0.3%,8%,0%,-1%,i,3%,1.0,i,-3%
Cc1ccc(OCCn2c(NC(=O)c3ccco3)nc3ccccc32)cc1,3.9%,?,-12%,-3%,i,-25%,0.7,i,-47%
CNc1nnc(-c2cc3cc(Cl)ccc3oc2=O)s1,4.3%,?,-8%,-1%,i,?,-4.6,i,2%
CCc1ccc2c(c1)C(=O)C[C@]1(CCC[C@H](C)C1)O2,0.1%,?,8%,-1%,i,2%,-1.8,i,1%
Cc1ccc(C)c(NC(=O)CN(C)C(=O)c2cc(S(=O)(=O)N3CCOCC3)ccc2N2CCCC2)c1,0.7%,-8%,-2%,-1%,i,3%,-2.1,i,0%
CCCNC(=O)c1cc(S(=O)(=O)N2CCCCC2)ccc1N1CCOCC1,-0.1%,?,-6%,2%,i,3%,-4.7,i,-4%
CCCCN(CC)CCNC(=O)c1cc2c(=O)n(CC)c3ccccc3c2s1,-0.3%&0.6%,10%&4%,9%&-3%,-10%,i,?,1.3,i,13µM*!
CCOC(=O)CS(=O)(=O)c1ccc(O)cc1,-0.1%,22%,4%,-2%,i,16%,-3.2,i,32%
CCOC(=O)c1c(-c2ccco2)csc1N,4.0%,-6%,?,-7%,i,-5%,-0.8,-124%*,-21%
COc1cc(/C=N/N2CCN(c3ccccc3)CC2)ccc1OC(C)=O,0.4%,-12%,-2%,-2%,i,4%,-1.3,i,-13%
Cc1ccc(-c2ccc(/C=N/O)o2)cc1[N+](=O)[O-],6.8%,-4%,-18%,-1%,i,?,-1.7,i,3%
CCOc1ccc2nc(N3CCC(C(=O)N4CCN(c5ccccn5)CC4)CC3)sc2c1,3.1%,-9%,-18%,1%,?,16µM*,-3.9,i,-28%
CCC1CC=CC2C1C(=O)N(Cc1ccccc1)C2c1ccoc1 (configuration not stated),.,10µM*,?,.,.,?,.,.,-100%
C[N+](C)(C)CCOC(=O)CCC(=O)OCC[N+](C)(C)C,0.3%,2%,-1%,.,i,7%,-0.8,i,2%
Cc1csc(NC(=O)CSc2nnc(-c3ccc(Cl)cc3)n2N)n1,-0.3%,0%,9%,-5%,i,15%,2.5,i,6%
C=CC(=O)Nc1sc2c(c1C(N)=O)CCCC2,?,16µM*,-2%,0%,?,-2%,0.7,i,-53%
